PTHR1 agonist – qHTS for PTHR1 Agonists: Primary Screen; 0.075% of 410,000 active; AID 743266, 2014; HEK293 GP2 PTHR1 cells, GloSensor cAMP luminescence, 1 h; Potency, µM (highest dose often 115 µM), without a hit: top-dose activation, actives largely listed as activators; Parathyroid hormone/parathyroid hormone-related peptide receptor (Homo sapiens), Q03431; further: potency means the concentration at half of the fitted maximal effect; nearly all actives have a fitted effect of over 55% in size; some results filed as inactive show a strong effect at the top dose; inactives centre near -15; many of its hits are not listed in these tables
Target sequence (Q03431 whole entry, looked up): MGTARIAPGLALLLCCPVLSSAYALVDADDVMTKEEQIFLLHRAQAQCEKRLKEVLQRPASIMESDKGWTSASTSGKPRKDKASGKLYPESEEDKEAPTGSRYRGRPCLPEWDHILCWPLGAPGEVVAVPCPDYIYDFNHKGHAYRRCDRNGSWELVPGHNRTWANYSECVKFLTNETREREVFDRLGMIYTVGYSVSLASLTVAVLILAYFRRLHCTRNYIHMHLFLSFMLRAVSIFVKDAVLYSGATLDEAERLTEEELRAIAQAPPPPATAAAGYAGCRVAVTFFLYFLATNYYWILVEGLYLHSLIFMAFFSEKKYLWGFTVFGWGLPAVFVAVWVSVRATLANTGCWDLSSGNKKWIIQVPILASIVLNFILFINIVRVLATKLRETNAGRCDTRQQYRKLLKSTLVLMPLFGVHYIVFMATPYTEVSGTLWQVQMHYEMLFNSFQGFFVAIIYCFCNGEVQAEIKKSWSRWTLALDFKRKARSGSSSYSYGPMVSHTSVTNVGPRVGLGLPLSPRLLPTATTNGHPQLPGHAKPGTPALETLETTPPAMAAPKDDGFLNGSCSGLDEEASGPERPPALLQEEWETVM
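HEK-293-derived GP2 cells expressing PTHR1 and a GloSensor cAMP reporter, 3,000/well, plated overnight, given luciferin plus IBMX (each 0.5 mM as added) for 1 h at 37 °C, then compound for 1 h at 37 °C. Luminescence was read after 15 min at room temperature.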
D3 antag – qHTS of D3 Dopamine Receptor Antagonist: qHTS. 2.5% of 360,000 active. D3R cells, DiscoveRx beta-arrestin luminescence, antagonist mode; active compounds read low. D(3) dopamine receptor (Homo sapiens), P35462. AID 652054, 2013. max response, negative = inhibition, %; in the data active means max response below about -50%; inconclusive means no clear call, values can overlap the other calls; further: on the % scale 0 is the no-effect control and ±100 the full control effect; mostly tested at two doses, the higher about 12 µM
Target sequence (P35462 whole entry, looked up): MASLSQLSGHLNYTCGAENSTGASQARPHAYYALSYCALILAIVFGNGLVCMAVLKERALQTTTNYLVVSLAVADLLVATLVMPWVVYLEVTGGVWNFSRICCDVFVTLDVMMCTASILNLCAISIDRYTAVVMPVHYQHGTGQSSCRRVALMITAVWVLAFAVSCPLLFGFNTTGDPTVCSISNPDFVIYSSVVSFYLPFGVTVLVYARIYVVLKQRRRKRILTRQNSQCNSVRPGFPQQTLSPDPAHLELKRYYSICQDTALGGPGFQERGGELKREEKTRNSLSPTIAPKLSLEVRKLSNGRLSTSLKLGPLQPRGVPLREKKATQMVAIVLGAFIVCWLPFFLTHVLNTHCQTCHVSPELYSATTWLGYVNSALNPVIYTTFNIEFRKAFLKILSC
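Cells plated overnight at 1500 cells/well, then exposed to library compounds with dopamine controls for 90 minutes at 37 degrees C. DiscoveRx reagent added for 30–60 minutes at room temperature; luminescence read, quantitative HTS format.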
aSyn rescue – qHTS of alpha-syn Inhibitors | Yeast expressing alpha-synuclein, growth rescue, BacTiter-Glo, 24 h | Potency, µM (highest dose often 46.1 µM), for inactives: at the highest dose growth rescue (activation), hits mostly activators | 0.14% of 370,000 active; further: potency means the concentration at half of the fitted maximal effect; % of control where 0% means no effect; nearly all actives have a fitted effect of over 65% in size
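Galactose-induced alpha-syn yeast (OD600=0.02, raffinose-pregrown) + pinned cpd, 24 hr, 30 deg C; growth by BacTiter-Glo luminescence. Growth restoration scores as activation.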
FUS yeast rescue – qHTS for Suppressors of FUS Proteinopathy: Primary screen using FUS-linked yeast assay; S. cerevisiae FUS-expressing, growth rescue, OD600, 24 h; Potency, µM (series often up to 76.6 µM), for inactives: top-dose growth rescue (activation), usual class: activators; 0.24% of 390,000 active; AID 1347120, 2019;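 further: potency means the concentration at half of the fitted maximal effect; plate controls were DMSO vehicle for no effect and reference control for full effect; nearly all actives have a fitted effect of over 55% in size; some results filed as inactive show a strong effect at the top dose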
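Steps: raffinose overnight preculture; dilution to OD 0.005 in 2% galactose minimal medium; compound addition (concentration series); 24hr at 30C, 99% humidity; absorbance read at 600 nm.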
pAkt inh – HTS Assay for Inhibitors of Akt Phophorylation: Primary Screen; Neuro2A IGF-stimulated pAkt S473 HTRF, 20 min; active compounds read low; activity change, % for hits at 50 µM; 0.32% of 360,000 active; in the data active means activity change below about -80%; inconclusive means mostly about -51% to -80%; further: on the % scale 0 is the no-effect control and ±100 the full control effect
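Neuro2A cells (4,500/well, DMEM with 0.5% FBS) were treated with compound at a single 50 µM final concentration, stimulated with 6 nM IGF for 20 min at 37 °C, and lysed. Phospho-Akt Ser473 was read by HTRF as 665/615 ratio ×10^4.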
GLP1R inv ag – qHTS of GLP-1 Receptor Inverse Agonists (Inhibition Mode). HEK293 GLP-1R CRE-luciferase, luminescence, 24 h; GLP-1R form is constitutively active. Potency, µM (top dose mostly 38.3 µM), inactives show top-dose activity change, negative = inhibition, most hits filed as inhibitors. AID 624417, 2012. 1.6% of 410,000 active; further: potency means the concentration at half of the fitted maximal effect; on the % scale 0 is the no-effect control and ±100 the full control effect; nearly all actives have a fitted effect of over 55% in size
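qHTS in 1536-well format: reporter HEK293 cells expressing constitutive GLP-1R activity in DMEM + 10% Nu serum, 24 hr with compounds at 37 deg C, luminescence read after 12 min with detection reagent.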
Abeta rescue – qHTS for compounds that reverse cellular toxicity of Amyloid beta (A-beta) peptide in yeast: Primary Screen; yeast expressing A-beta42, growth rescue, OD600, 48 h; response scale: 0% DMSO, 100% iron-clioquinol control; Potency, µM (doses to about 46.1 µM), without a hit: top-dose growth rescue, actives largely listed as activators; 0.063% of 410,000 active; AID 1347071, 2019; further: potency means the concentration at half of the fitted maximal effect; nearly all actives have a fitted effect of over 55% in size
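Yeast A-beta toxicity model in growth medium with pinned compounds, 48 h at 30 C; growth read as absorbance at 600 nm. Normalized to FeCl3/clioquinol equimolar mix (positive) and DMSO (negative).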
TDP-43 yeast inh – qHTS of TDP-43 Inhibitors; 1.8% of 410,000 active; Potency, µM (highest dose often 46.1 µM), inactives show top-dose growth rescue (activation), most hits filed as activators; TDP-43 expressing yeast growth rescue, BacTiter-Glo, 24 h; further: potency means the concentration at half of the fitted maximal effect; % of control where 0% means no effect; nearly all actives have a fitted effect of over 50% in size
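Galactose-induced TDP-43 yeast, OD600=0.02, compound pinned; 24 hr, 30 deg C; BacTiter-Glo luminescence for growth. Inhibitors of TDP-43 toxicity read as activators.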
GLP1R ag – qHTS of GLP-1 Receptor Agonists. HEK293 GLP-1R CRE-luciferase, luminescence, 4-6 h; cells express a hypersensitive GLP-1R form. Potency, µM (doses to about 45.6 µM), for inactives: at the top dose activation, most hits filed as activators. 0.007% of 380,000 active. AID 624172, 2012; further: potency means the concentration at half of the fitted maximal effect; % of control where 0% means no effect
An asterisk follows results filed as active; i = inactive; ? = inconclusive; / = not tested or not shown; & = joins results of further samples; [ ] = dose if it differs, or a comment. Unless noted, the call rests on the fitted dose curve; in most records, active means well fitted curve in the direction sought with a large enough effect; inconclusive means small, poorly fitted or top-dose-only effect, or another doubt; inactive means no such curve, though single readings can be large; an effect the other way counts as inactive or inconclusive. Some of the compounds tested; rates above refer to the full screens.

SMILES	PTHR1 agonist	D3 antag	aSyn rescue	FUS yeast rescue	pAkt inh	GLP1R inv ag	Abeta rescue	TDP-43 yeast inh	GLP1R ag
Cc1ccc(C)c(NC(=O)CN(C)C(=O)c2ccc(S(=O)(=O)N(C)c3ccccc3)cc2)c1	-9%	4	1%[1.84 µM]	31%	i	-20%	5%	18%	10%
CCOc1c(C)cc(-c2ncccc2O)cc1C	-28%	?	-1%&-17%	20%&25%	i	0%&4%	-4%&-28%	-10%&-10%	?
CN(C)C(CNC(=S)Nc1ccc(F)cc1)c1cccnc1 (stereo not given)	-15%	-4	1%	24%	i	3%	-13%	3%	9%
CCOc1ccc(NC(=O)c2ccc(NC(=O)c3ccccc3Br)cc2)cc1	-19%	3	-3%	4%	i	?	0%	-8%	6%
CC1C/C(=N/N=C2/NC(=O)CS2)CC(C)(C)C1 (stereo not given)	-6%	19	1%	1%	i	?	29%	28%	0%
CCOC(=O)Cc1csc(NC(=O)c2ccc(S(=O)(=O)N3CCCCC3)cc2)n1	-11%[57.5 µM]	14	7%	29%	i	-8%	23%	5%	1%
CCC(C(=O)NC1CCCCC1)N(CC1CCCO1)C(=O)CNS(=O)(=O)c1ccc(OC)cc1 (stereo not given)	i	1	0%	11%	i	-8%	-7%	4%	-1%
Cc1csc(SCC(=O)Nc2ccc(S(=O)(=O)N3CCCC3)cc2)n1	i	-23	11%	9%	i	0%	7%	-11%	20%
CN(C)S(=O)(=O)c1ccc(C(=O)Nc2ccc(-n3nncc3-c3ccccc3)cc2)cc1	i	/	/	-17%	/	14%	2%	-2%	/
COc1cc(NC(=O)CCNC(=O)Cn2cnc3sc4c(c3c2=O)CCCC4)cc(OC)c1OC	i	-9	8%	8%	i	-7%	-16%	0%	8%
COc1ccc(OC)c(CNC(=O)CN2N=C(c3ccc(Cl)cc3)CCC2=O)c1	-1%	/	/	13%	/	2%	9%	20%	/
COc1ccc(C(=O)NNC(=O)C2=NN(c3ccccc3)C(=O)CC2)cc1	i	0	0%	-10%	i	?	15%	-8%	-1%
CC(=O)N/C(=C\c1ccccc1)C(=O)NC(C)C(=O)O (stereo not given)	i	-9	-1%	-8%	i	-15%[7.66 µM]	16%	5%	-3%
Cc1ccc(NC(=O)c2cnn(-c3ccccc3)c2C)cc1C	-15%	-28	-18%	3%	i	?	-54%[inhibitor]	?	-11%
Cc1cccc(C)c1NC(=O)C1(N(C(=O)c2ccccn2)c2ccc(O)cc2)CCCCC1	-10%	-12	0%	12%	i	10%	9%	-13%	11%

Six compounds out of the list, sorted by formula weight, falling:
SMILES	PTHR1 agonist	D3 antag	aSyn rescue	FUS yeast rescue	pAkt inh	GLP1R inv ag	Abeta rescue	TDP-43 yeast inh	GLP1R ag
Cc1csc(SCC(=O)Nc2ccc(S(=O)(=O)N3CCCC3)cc2)n1	i	-23	11%	9%	i	0%	7%	-11%	20%
COc1ccc(C(=O)NNC(=O)C2=NN(c3ccccc3)C(=O)CC2)cc1	i	0	0%	-10%	i	?	15%	-8%	-1%
CN(C)C(CNC(=S)Nc1ccc(F)cc1)c1cccnc1 (stereo not given)	-15%	-4	1%	24%	i	3%	-13%	3%	9%
Cc1ccc(NC(=O)c2cnn(-c3ccccc3)c2C)cc1C	-15%	-28	-18%	3%	i	?	-54%[inhibitor]	?	-11%
CC(=O)N/C(=C\c1ccccc1)C(=O)NC(C)C(=O)O (stereo not given)	i	-9	-1%	-8%	i	-15%[7.66 µM]	16%	5%	-3%
CC1C/C(=N/N=C2/NC(=O)CS2)CC(C)(C)C1 (stereo not given)	-6%	19	1%	1%	i	?	29%	28%	0%

Next part:
SMILES	PTHR1 agonist	D3 antag	aSyn rescue	FUS yeast rescue	pAkt inh	GLP1R inv ag	Abeta rescue	TDP-43 yeast inh	GLP1R ag
COc1ccc(-c2nnc(N3CCOCC3)c3ccccc23)cc1	i	6	6%	-5%	i	11%	-9%	10%	6%
CCCc1[nH]nc2c1C(CCC)C(C#N)=C(N)O2 (stereo not given)	i	-4	7%	2%	i	-2%	4%	-11%	-8%
COc1ccc(C(C#N)=Cc2ccccc2OC)cc1	-19%	-15	-9%	-14%	i	?	0%	20µM*	-5%
CCS(=O)(=O)Nc1ccc(C(=O)OC)cc1	i	15	3%	-21%	i	9%	32%	17%	-5%
CC(=O)C1=C(O)C(=O)N(CCC(=O)O)C1c1ccccc1[N+](=O)[O-] (stereo not given)	i	12	0%	3%	i	2%	1%	2%	0%
C/C=C(/C)C(=O)Nc1cccc(C2=NOC3(C2)C[C@@H](C(N)=O)N(C(=O)CC(c2ccccc2)c2ccccc2)C3)c1 (stereo not given in full)	i	-6	13%	?	i	?	2%	8%	8%
COc1ccc2nc(NC(=O)c3nc(S(=O)(=O)Cc4ccc(C)cc4)ncc3Cl)sc2c1	-96%[inhibitor]	/	/	17%	/	2%	1%	?	/
c1ccc2cc(CCCc3cc4ccccc4cn3)ncc2c1	-10%	-6	-2%	-2%	i	-7%	-8%	-1%	16%
O=C(CCn1cccc1)Nc1ccc(F)cc1	-18%	-3	1%	-2%	i	0%	11%	?	-7%
CC(C)(C)NS(=O)(=O)c1ccc(CCC(=O)NCc2ccccn2)cc1	-12%	6	6%	-13%	i	16%	-4%	9%	-5%
CN1CCc2nc(SCc3ccc(Cl)cc3)c(C#N)c(-c3cccs3)c2C1	-22%	-60*	11%	?	i	0%	1%	-10%	-15%
O=C1CN(C(=O)CSc2nnc3ccccn23)c2ccccc2N1	-21%	2	-5%	-11%	i	0%	28%	18%	-5%
CCOC(=O)c1[nH]c(=S)n(-c2ccccc2)c1C(=O)OCC	-10%	8	-8%	5%	i	0%	8%	?	3%
COc1ccc(-c2nn(-c3ccccc3)cc2C(=O)n2nnc3ccccc32)cc1	i	-1	-5%	15%	i	-4%	-8%	-5%	-9%
Cc1ccc2c(c1)/C(=C/c1ccco1)C(=O)N2	i	-4	34%	15%	i	79%[activator]	-19%	-17%[9.22 µM]	12%
Cc1ccc(CNc2nc(N)c([N+](=O)[O-])c(NCCO)n2)cc1	-14%	2	7%	3%	i	20%	2%	13%	19%
CC(C)(C)C(=O)NC(=S)Nc1ccc(F)cc1	-15%	5	2%	/	i	3%	4%	?	1%
O=C(NC(C(=O)N/N=C/c1ccncc1)c1n[nH]c(=O)c2ccccc12)c1ccccc1 (stereo not given)	i	8	3%	10%	i	52%[activator]	-3%	-2%	7%
O=C(Cc1ccccc1)CC(CC(=O)c1ccccc1)c1ccccc1 (stereo not given)	-16%	5	13%	31%	i	?	-11%	9%	0%
CC(=O)c1ccc(OCC(=O)N2CCCC2c2ccc3c(c2)OCCCO3)cc1 (stereo not given)	-18%	6	1%	13%	i	7%	-3%	-9%	10%
Cc1ccc(OCC(=O)N/N=C\c2ccco2)c(C)c1	i	9	7%	-7%	i	0%	-13%	26%	0%
Cc1ccsc1CN(C(=O)COc1ccc(Br)cc1)C1CCS(=O)(=O)C1 (stereo not given)	-15%	/	/	42%	/	-22%	3%	20%	/
O=S(=O)(c1ccccc1Cl)N1CCCC1c1nc(-c2cccc(Cl)c2)no1 (stereo not given)	0%[57.5 µM]	-5	11%	13%	i	?	-1%	?	1%
O=C(NCc1ccncc1)c1csc([C@@H]2O[C@H](CO)[C@@H](O)[C@H]2O)n1	-23%	15	-9%	-13%	i	-9%	1%	12%	-5%
CCCc1cc(=O)oc2c(C)c(OC(C)C(=O)NCc3ccccn3)ccc12 (stereo not given)	-7%	23	0%	-9%	/	13%	-10%	15%	16%
Cc1cccc(Nc2nc(NCCCN3CCOCC3)nc(N)c2[N+](=O)[O-])c1	i	-19	4%	14%	i	-26%	9%	1%	12%
Cc1cc(C)c(NC(=O)C2CC3CCC2C3)c(C)c1 (stereo not given)	-9%	14	5%	-23%	i	-10%	12%	8%	7%
O=C(O)C1CSC2c3ccccc3C(=O)N12 (stereo not given)	-25%[57.5 µM]	-11	1%	-18%	i	-6%	10%	-8%	-6%
COc1ccc(-n2nnnc2CNC(=O)c2c(-c3ccccc3Cl)noc2C)cc1	i	2	-3%	-13%	i	10%	-3%	1%	10%
CN1CCN(c2ccccc2NC(=O)c2cc3ccccc3o2)CC1	-1%[57.5 µM]	-17	6%	25%	/	-7%	-1%	-3%	17%
CN(CC(O)Cn1cnc2c1c(=O)n(C)c(=O)n2C)c1ccccc1 (stereo not given)	-24%	-12	1%	13%	i	15%	-20%	-7%	6%

Quoted at random: three entries already listed
SMILES	PTHR1 agonist	D3 antag	aSyn rescue	FUS yeast rescue	pAkt inh	GLP1R inv ag	Abeta rescue	TDP-43 yeast inh	GLP1R ag
CN(C)C(CNC(=S)Nc1ccc(F)cc1)c1cccnc1 (stereo not given)	-15%	-4	1%	24%	i	3%	-13%	3%	9%
CC(=O)c1ccc(OCC(=O)N2CCCC2c2ccc3c(c2)OCCCO3)cc1 (stereo not given)	-18%	6	1%	13%	i	7%	-3%	-9%	10%
CN(C)S(=O)(=O)c1ccc(C(=O)Nc2ccc(-n3nncc3-c3ccccc3)cc2)cc1	i	/	/	-17%	/	14%	2%	-2%	/

Screens as filed in PubChem BioAssay.
